# Screening data: PubChem, National Center for Advancing Translational Sciences (NCATS)
# TRHR agonist: qHTS for Small Molecule Agonists and Allosteric Enhancers of Human TRH Receptor: Primary Screen for Agonists | Thyrotropin-releasing hormone receptor (Homo sapiens), P34981 | TRHR cells, calcium flux fluo-8, FDSS agonist mode | activation, % at 2 µM | actives 0.18% (n = 360,000); in the data active = activation above about 30%; also: 0% is about no effect
#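 Fluo-8-loaded TRHR cells; 10 s baseline, compound added, kinetic Ca2+ fluorescence read 1/s, agonist mode.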
# rTrxR1 inhibitor: qHTS Assay for Inhibitors of Mammalian Selenoprotein Thioredoxin Reductase 1 (TrxR1): qHTS | recombinant rTrxR1, NADPH fluorescence consumption, selenite substrate | Potency, µM (top dose mostly 114 µM), for inactives: at the top dose activity change, negative = inhibition, hits mostly inhibitors | actives 1% (n = 390,000) | AID 588453, 2011; also: potency is read from the fitted curve at half-maximal effect; % is scaled to controls: 0 for no effect and ±100 for the full control effect; nearly all actives have a fitted effect of over 65% in size
#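 Rat TrxR1 (90 nM in the dispensed reagent) was pre-reduced with 400 uM NADPH for 5 min at room temperature, then incubated with compound for 15 min. After 400 uM selenite was added, NADPH fluorescence (Ex 340/Em 450 nm) was followed for 8 min.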
# D2 antag: HTS Assay for Allosteric Antagonists of the Human D2 Dopamine Receptor: Primary Screen for Antagonists. HEK293 TREx D2 cells, calcium flux, dopamine EC80. inhibition, % at 10 µM. actives 2% (n = 340,000); in the data active = inhibition above about 30%; also: 0% is about no effect
# Target sequence (P14416 whole entry, looked up): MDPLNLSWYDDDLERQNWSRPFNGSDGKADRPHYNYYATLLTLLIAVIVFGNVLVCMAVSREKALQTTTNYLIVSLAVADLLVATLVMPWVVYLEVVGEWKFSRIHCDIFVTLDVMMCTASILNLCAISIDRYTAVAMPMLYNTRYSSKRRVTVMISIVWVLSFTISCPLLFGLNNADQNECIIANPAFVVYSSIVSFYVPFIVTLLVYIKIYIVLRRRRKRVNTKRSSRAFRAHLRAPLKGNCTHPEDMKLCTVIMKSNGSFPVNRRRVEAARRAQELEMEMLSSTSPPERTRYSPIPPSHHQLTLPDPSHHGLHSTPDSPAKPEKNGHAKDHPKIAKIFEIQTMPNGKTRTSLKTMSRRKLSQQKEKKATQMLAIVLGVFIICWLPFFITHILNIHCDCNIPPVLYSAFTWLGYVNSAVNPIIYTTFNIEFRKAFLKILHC
#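 Inhibition of EC80 dopamine-driven calcium flux, recorded kinetically, defines activity here; cells are a tetracycline-induced HEK293 T-REx line expressing force-coupled D2.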
# TRHR PAM: qHTS for Small Molecule Agonists and Allosteric Enhancers of Human TRH Receptor: Primary Screen for Enhancers. Thyrotropin-releasing hormone receptor (Homo sapiens), P34981. TRHR cells, fluo-8 calcium fluorescence, EC20 TRH enhancement. enhancement, % at 2 µM. actives 0.66% (n = 360,000). AID 493056, 2011; in the data active = enhancement above about 30%; also: 0% is about no effect
#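 Enhancer read-out: after compound pinning and an initial kinetic agonist-mode read, an EC20 of TRH (10 nM final) was injected and fluo-8 calcium signal (Ex 480/Em 530) followed at 1 s/cycle for 100 cycles in TRHR-expressing cells.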
# PI4K2A block: qHTS for small molecular inhibitors of PI4K2A; Phosphatidylinositol 4-kinase type 2-alpha (Homo sapiens), Q9BTU6; purified PI4K2A, ADP-Glo luminescence, 1 h; stronger effect = lower value; activity change, negative = inhibition, % at 76.9 µM; actives 0.13% (n = 420,000); AID 1346378, 2018; in the data active = activity change below about -50%; inconclusive = mostly about -30% to -49%;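 also: -100% = wells without enzyme as full effect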
# Target sequence (Q9BTU6 whole entry, looked up): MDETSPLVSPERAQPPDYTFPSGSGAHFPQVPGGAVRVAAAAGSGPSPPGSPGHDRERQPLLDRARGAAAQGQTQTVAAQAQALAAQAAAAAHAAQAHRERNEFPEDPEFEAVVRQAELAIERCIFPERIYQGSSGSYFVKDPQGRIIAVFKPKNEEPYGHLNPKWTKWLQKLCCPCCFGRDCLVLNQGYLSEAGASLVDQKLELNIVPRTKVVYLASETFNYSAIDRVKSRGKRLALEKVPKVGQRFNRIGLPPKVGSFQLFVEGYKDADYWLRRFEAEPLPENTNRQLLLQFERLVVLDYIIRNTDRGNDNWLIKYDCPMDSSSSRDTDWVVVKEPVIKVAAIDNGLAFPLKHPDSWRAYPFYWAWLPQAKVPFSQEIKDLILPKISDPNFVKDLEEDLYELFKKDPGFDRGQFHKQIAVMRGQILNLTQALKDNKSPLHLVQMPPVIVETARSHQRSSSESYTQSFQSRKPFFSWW
#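 ADP-Glo luminescence measured ADP generated by PI4K2A enzyme (4 ug/mL before mixing) with 1.2 mM PI substrate (pre-mix) and 300 microM ATP (pre-mix). Tris pH7.5 buffer with MgCl2, Triton X-100; 1 h reaction at ambient temperature.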
# D2 agonist: HTS Assay for Allosteric Agonists of the Human D2 Dopamine Receptor: Primary Screen for Agonists; D(2) dopamine receptor (Homo sapiens), P14416; activation, % at 2 µM; actives 0.53% (n = 340,000); HEK293 T-REx D2 cells, calcium flux agonist mode;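 active = activation over 3 SD above normal in the single-dose calcium agonist read, cut at about 30% in these data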; also: 0% is about no effect
#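 Tetracycline-induced HEK293 Trex cells with D2 receptor force-coupled to calcium signaling, plated overnight at 30 C and loaded with no-wash calcium dye. Calcium flux read kinetically for 180 s after compound addition; responses flag agonists.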
# USP1 inh: Inhibitors of USP1/UAF1: Primary Screen; Ubiquitin carboxyl-terminal hydrolase 1 (Homo sapiens), O94782; recombinant USP1/UAF1, Ub-Rhodamine cleavage fluorescence; Potency, µM (series often up to 57.1 µM), for the others: top-dose activity change, negative = inhibition, actives largely listed as inhibitors; actives 0.23% (n = 390,000); AID 743255, 2014; also: potency is read from the fitted curve at half-maximal effect; % is scaled to controls: 0 for no effect and ±100 for the full control effect; nearly all actives have a fitted effect of over 60% in size; inactives centre near -12
#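 Step one: compound is pinned into 1nM USP1/UAF1 in HEPES pH 7.8 buffer with TCEP. Step two: 15 min room-temperature incubation. Step three: Ub-Rho (150nM final) starts cleavage, tracked by fluorescence over six one-minute reads.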
# TrxR1 substrate: qHTS Assay for Substrates of Mammalian Selenoprotein Thioredoxin Reductase 1 (TrxR1): qHTS. actives 0.01% (n = 390,000). purified TrxR1 substrate turnover, NADPH consumption readout. Potency, µM (highest dose often 114 µM), inactives show at the highest dose activity change, negative = substrate turnover; also: potency is read from the fitted curve at half-maximal effect; % is scaled to controls: 0 for no effect and ±100 for the full control effect; nearly all actives have a fitted effect of over 50% in size
#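 Rat TrxR1, dispensed at 90 nM, was prereduced with 400 uM NADPH (final) for 5 min at ~22 deg C, then incubated with compound 15 min before 400 uM selenite. A first-read NADPH fluorescence drop versus no-compound background flagged substrates.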
# IDH1 R132H inh: qHTS for Inhibitors of mutant isocitrate dehydrogenase 1 (IDH1): qHTS; IDH1-R132H enzyme, NADPH consumption, diaphorase/resazurin fluorescence; Potency, µM (doses to about 76.6 µM), without a hit: at the highest dose activity change, negative = inhibition, usual class: inhibitors; actives 0.093% (n = 390,000); AID 602179, 2012; also: potency is read from the fitted curve at half-maximal effect; % is scaled to controls: 0 for no effect and ±100 for the full control effect; nearly all actives have a fitted effect of over 65% in size
#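 IDH1-R132H (0.5 ug/mL) preincubated 30 min with compound, then NADPH (0.016 mM) and alpha-KG (2 mM) added; 80 min at RT, pH 7.5. Remaining NADPH coupled via diaphorase/resazurin to fluorescence (540/590 nm); concentration-response curves normalized to no-enzyme control.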
# * = called active by the depositor; ? = inconclusive; . = not tested or not shown; & = joins results of further samples; [ ] = remark or other dose. Unless noted, calls follow the shape of the dose curve; as a rule, active = well fitted inhibition curve with a large enough effect; inconclusive = small, poorly fitted or top-dose-only effect; inactive = no such curve, though single readings can be large or run the other way.
SMILES,TRHR agonist,rTrxR1 inhibitor,D2 antag,TRHR PAM,PI4K2A block,D2 agonist,USP1 inh,TrxR1 substrate,IDH1 R132H inh
CCN(CC(=O)Nc1cc(Cl)ccc1C)C(=O)CCS(=O)(=O)c1ccc(Cl)cc1,-0.9,5%,17,-8,1,-0.9,-20%,-7%,3%
CCc1cc(=O)[nH]c(SCc2nc(-c3ccc(C(F)(F)F)cc3)no2)n1,-0.2,8%[57.1 µM],.,-5,-2,-1.4,-2%,3%[57.1 µM],-14%
COc1ccccc1Nc1nc(=O)[nH]nc1C,1.1,15%,.,1,1,.,-13%,5%,1%
CCN(CC)S(=O)(=O)c1ccc(C)c(NC(=O)CNc2cccc(S(=O)(=O)N3CCOCC3)c2)c1,-0.3,8%[57.1 µM],12,2,-1,0.4,-27%,2%[57.1 µM],-2%
COC(=O)c1ccc(NC(=O)c2ccco2)cc1,-0.3,-5%,-4,-2,-1,-0.3,-16%,-3%,6%
O=C(NC(Cc1c[nH]c2ccccc12)c1nnc2n1CCCCC2)c1cccs1 (centres undefined),0.0,21%,-5,-4,0,0.3,-31%,7%,-2%
COc1ccc(N(Cc2cc3ccc(C)cc3[nH]c2=O)C(=O)C2CCCO2)cc1 (centres undefined),0.5,8%,-11,-3,0,1.0,-18%,5%,8%
CCOc1ccc(S(=O)(=O)N2CCOCC2)cc1NC(=O)CN1C(=O)NC(C)(c2ccccc2)C1=O (centres undefined),-0.3,9%,0,0,-1,0.3,?,1%,0%
Cc1ccc(CCNC(=O)C2CCCN(c3nc4ccccc4o3)C2)cc1 (centres undefined),-0.3,30%,.,-4,0,.,-5%,15%,7%
CCN(CC)C(=O)n1c(Cc2ccccc2)nc2ccccc21,-0.7,1%[57.1 µM],0,7,0,-0.8,6%,-3%[57.1 µM],-3%
O=C(Cn1cc(S(=O)(=O)N2CCCC2)c(S(=O)(=O)N2CCCC2)c1)Nc1ccccc1,1.0,13%,.,-12,3,0.4,?,-1%,-6%
CC(=O)c1ccc(NC(=S)Nc2cccc(S(=O)(=O)Nc3c(C)n(C)n(-c4ccccc4)c3=O)c2)cc1,3.4,?,.,-2,0,.,-21%,-9%,0%
CCOC(=O)c1cc2n(n1)C(C(F)(F)C(F)(F)F)CC(C)N2 (centres undefined),0.4,-5%,4,3,-8,0.0,4%,-5%,0%
CCNc1nc(NC(C)(C)C)nc(SC(C(C)=O)C(C)=O)n1,0.1,-22%,3,9,4,0.1,-14%,-3%,-2%
O=C1c2[nH]nc(-c3ccccc3O)c2C(c2ccccc2F)N1Cc1ccco1 (centres undefined),-0.4,5%,-8,5,1,0.5,-18%,5%,-14%
Cc1cccc2sc(NC(=O)[C@@H]3CCCN3C(=O)c3cccs3)nc12,-0.8,1%,-6,-2,-2,-0.4,-22%,-1%,-1%
CCNC(=S)Nc1cc(-c2ccc(Cl)cc2)[nH]n1,-0.9,0%[57.1 µM],-17,-5,5,-0.8,-11%,6%[57.1 µM],4%
COc1ccccc1C(=O)Nc1ccc(Oc2ncnc3sc(-c4ccccc4)cc23)cc1,0.2,5%,2,2,0,0.3,-11%,14%,2%
CC(C)NC(=O)C1CCN(C2CCN(C(=O)/C=C/c3cccs3)CC2)CC1,0.6,-24%,1,10,-3,0.0,-11%,-16%,-1%
CC1Cc2ccccc2N1C(=S)Nc1cccc(S(=O)(=O)N(C)C)c1 (centres undefined),0.2,-6%,-2,3,1,2.1,-29%,-1%,2%
CC(=O)N1CCN(CC(=O)Nc2ccc(C)c(S(=O)(=O)N(C)C)c2)CC1,-0.5,35%[57.1 µM],-12,4,-8,0.0,-14%,16%[57.1 µM],5%
CCN(c1cccc(C)c1)C(C(=O)Nc1ccc(OC)cc1)c1cc2c(cc1[N+](=O)[O-])OCO2 (centres undefined),-0.4,6%[57.1 µM],-9,-4,10,-1.0,-22%,-3%,0%
Cc1ccccc1C1NS(=O)(=O)N=C1N (centres undefined),-2.1,10%,-6,10,-1,-1.2,-11%,0%,4%
CC1(CCC(=O)N2CCCC(N3CCN(c4ccc(F)cc4)CC3)C2)CC1 (centres undefined),-0.9,-5%,-6,-6,1,-0.1,-15%,0%,10%
O=C(NCCO)C1CCN(S(=O)(=O)c2ccc(F)cc2)CC1,-0.1,12%,13,1,-1,1.4,-3%,2%,3%
CCOC(=O)[C@H]1[C@H]2COc3cc(OC)ccc3[C@@H]2N2C(=O)c3cc(OC)ccc3NC(=O)[C@@]12C,-0.6,11%,3,4,3,-1.0,-26%,-1%,-10%
O=[N+]([O-])c1ccc(CN2CCN(c3ccccc3)CC2)o1,0.2,-11%,-16,3,-12,-0.5,-12%,2%,-6%
Cc1cc([N+](=O)[O-])nn1Cc1noc(C(=O)NCCCn2ccnc2)n1,0.3,14%[57.1 µM],-2,-5,3,-3.1,-26%,-15%[57.1 µM],10%
CC(=O)c1cc2c(cc1N/C(=N/S(=O)(=O)c1ccc(Br)cc1)c1ccccc1)OCO2,-0.2&0.4,12%,-3,-7&6,3&1,1.1,-11%&-10%,11%,1%&40%
O=C(O)CNC(=O)c1ccc(NC(=O)/C(=C/c2ccccc2)NC(=O)c2ccccc2)cc1,0.1,4%,12,-9,-4,0.0,-27%,-12%,7%
O=C(Cc1cccc(NC(=O)C2CCCN(C(=O)C3CCCCC3)C2)c1)Nc1cccc(C(=O)N2CCOCC2)c1 (centres undefined),.,17%,.,.,-2,.,-23%,5%,-5%[38.3 µM]
O=C(Cn1c(SCCOc2ccccc2Cl)nc2ccccc21)N1CCCCC1,-0.2,13%,.,21,7,.,-17%,-2%,-2%
CCOC(=O)C1CCN(C(=O)Cn2nc(CC)n3c(cc4occc43)c2=O)CC1,0.1,5%,.,-7,-4,.,-10%,-1%,-6%
COC(=O)c1sccc1NC(=O)c1ccc(OC)c(OC)c1,0.1,6%,-7,4,-4,-0.4,-16%,15%,-5%
CCOc1ccc(S(=O)(=O)N2CCN(C(=O)c3ccco3)CC2)cc1,-0.9,7%[57.1 µM],-22,1,-2,0.1,-14%,-8%,2%
CCOC(=O)N1CCN(S(=O)(=O)c2ccc(C(=O)N(CCN(CC)CC)c3nc4c(C)cccc4s3)cc2)CC1,0.2,5%,12,-2,1,3.0,-16%,-3%,10%
S=c1[nH]nc(-c2cccs2)n1/N=C/c1cccs1,-0.2,-4%[57.1 µM],-5,0,0,0.4,-6%,2%[57.1 µM],-3%
COc1ccccc1NC(=O)Nc1nnc(CC(=O)Nc2ccccc2C)s1,1.9,9%,7,1,-1,1.4,-22%,-3%,7%
CC(=O)c1cccc(NC(=O)CCCN(C)S(=O)(=O)c2ccc(F)cc2)c1,-1.0,5%,7,-2,2,-2.3,-11%,-4%,0%
CCCC(c1nnnn1CS(=O)(=O)c1ccc(C)cc1)N1CCN(c2ccc(F)cc2)CC1 (centres undefined),1.0,5%,59*,4,-6,0.5,-20%,4%,-1%

# Grouped by structure, the compounds so far containing two or more sulfur atoms (7)
SMILES,TRHR agonist,rTrxR1 inhibitor,D2 antag,TRHR PAM,PI4K2A block,D2 agonist,USP1 inh,TrxR1 substrate,IDH1 R132H inh
CCN(CC)S(=O)(=O)c1ccc(C)c(NC(=O)CNc2cccc(S(=O)(=O)N3CCOCC3)c2)c1,-0.3,8%[57.1 µM],12,2,-1,0.4,-27%,2%[57.1 µM],-2%
O=C(Cn1cc(S(=O)(=O)N2CCCC2)c(S(=O)(=O)N2CCCC2)c1)Nc1ccccc1,1.0,13%,.,-12,3,0.4,?,-1%,-6%
CC(=O)c1ccc(NC(=S)Nc2cccc(S(=O)(=O)Nc3c(C)n(C)n(-c4ccccc4)c3=O)c2)cc1,3.4,?,.,-2,0,.,-21%,-9%,0%
Cc1cccc2sc(NC(=O)[C@@H]3CCCN3C(=O)c3cccs3)nc12,-0.8,1%,-6,-2,-2,-0.4,-22%,-1%,-1%
CC1Cc2ccccc2N1C(=S)Nc1cccc(S(=O)(=O)N(C)C)c1 (centres undefined),0.2,-6%,-2,3,1,2.1,-29%,-1%,2%
CCOC(=O)N1CCN(S(=O)(=O)c2ccc(C(=O)N(CCN(CC)CC)c3nc4c(C)cccc4s3)cc2)CC1,0.2,5%,12,-2,1,3.0,-16%,-3%,10%
S=c1[nH]nc(-c2cccs2)n1/N=C/c1cccs1,-0.2,-4%[57.1 µM],-5,0,0,0.4,-6%,2%[57.1 µM],-3%

# Some of the entries so far, with each value named.
O=[N+]([O-])c1ccc(CN2CCN(c3ccccc3)CC2)o1
  TRHR agonist: 0.2 | rTrxR1 inhibitor: -11% | D2 antag: -16 | TRHR PAM: 3 | PI4K2A block: -12 | D2 agonist: -0.5 | USP1 inh: -12% | TrxR1 substrate: 2% | IDH1 R132H inh: -6%
Cc1cc([N+](=O)[O-])nn1Cc1noc(C(=O)NCCCn2ccnc2)n1
  TRHR agonist: 0.3 | rTrxR1 inhibitor: 14%[57.1 µM] | D2 antag: -2 | TRHR PAM: -5 | PI4K2A block: 3 | D2 agonist: -3.1 | USP1 inh: -26% | TrxR1 substrate: -15%[57.1 µM] | IDH1 R132H inh: 10%

# An unsorted share of the library; 3.9% or so of the library scored in one or more.
